UDG counterscr: Primary qHTS assay for inhibitors of Activation Induced Cytidine Deaminase (AID): UDG Counterscreen signal. Potency, µM (top dose mostly 115 µM), for the others: top-dose activity change, negative = inhibition, actives largely listed as inhibitors. FRET deamination/UDG coupled assay, UDG read, 4 h. Uracil-DNA glycosylase. actives 0.14% (n = 91,000); note: nearly all actives have a fitted effect of over 65% in size
AID inhibitor: Primary qHTS assay for inhibitors of Activation Induced Cytidine Deaminase (AID): AID signal | Potency, µM (highest dose often 115 µM), inactives show at the highest dose activity change, negative = inhibition, usual class: inhibitors | actives 0.32% (n = 91,000) | Single-stranded DNA cytosine deaminase (Homo sapiens), Q9GZX7 | AID deamination FRET fluorescence, UDG-coupled, 4 h; note: nearly all actives have a fitted effect of over 25% in size
Target sequence (Q9GZX7 whole entry, looked up): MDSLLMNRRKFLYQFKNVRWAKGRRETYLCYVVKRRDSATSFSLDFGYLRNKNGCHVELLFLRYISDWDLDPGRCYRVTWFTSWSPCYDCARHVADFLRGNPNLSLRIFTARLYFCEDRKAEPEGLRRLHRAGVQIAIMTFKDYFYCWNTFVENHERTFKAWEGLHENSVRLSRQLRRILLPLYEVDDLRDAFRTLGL
* marks the source's active call; other numbers are inactive results; ? = inconclusive; [ ] = dose if it differs, or a comment. Calls come from the whole dose curve; as a rule, active = well fitted curve in the direction sought with a large enough effect; inconclusive = small, poorly fitted or top-dose-only effect, or another doubt; inactive = no such curve, though single readings can be large; an effect the other way counts as inactive or inconclusive. % is set by controls: 0 for no effect and ±100 for the full control effect; potency is the fitted concentration of half-maximal effect. An excerpt; count on the stated rates, not on these rows.

Molecule	UDG counterscr	AID inhibitor
C/C(=N/N=C(/C)c1ccc[nH]1)c1ccc[nH]1	-6%	-7%
O=C(O)c1cc2ccc3cccnc3c2[nH]1	-6%	26%
COc1ccc(-c2c(C#N)c(SCC(=O)Nc3ccccc3C)nc(C)c2C(=O)Nc2ccccc2)cc1OC	-19%	-10%
Cc1cc(NC(=O)CSc2ncc(C(=O)Nc3ccc(Cl)cc3)c(=O)n2C)no1	1%	38%[activator]
Cn1c(=O)c2c(nc(CN3CCN(Cc4ccccc4)CC3)n2Cc2cccc(Cl)c2)n(C)c1=O	-11%	-26%
CC(=O)N1CCCc2cc(S(=O)(=O)N3CCCC(C(=O)NC(C)C)C3)ccc21 (stereo not drawn)	3%	4%
Cc1ccc(S(=O)(=O)N2CCCCC2)cc1NC(=O)COC(=O)C1CC1	-1%	5%
CC1=CCC2C(C)(CC[C@H](O)C2(C)C)C1COc1ccc2ccc(=O)oc2c1 (stereo partly drawn)	0%	-8%
N#C/C(=C\c1cccc(Oc2ccccc2)c1)C(=O)Nc1cc(C(F)(F)F)ccc1Cl	-2%	-16%
Clc1cccc(-n2ncc3c(NCCCN4CCOCC4)ncnc32)c1	-29%	-21%
O=C(NNc1ncnc2c1cnn2-c1ccccc1)C1CCCCC1	-2%	-2%
CCn1cc(C(=O)N2CCN(c3ccccc3)CC2)c(=O)c2cc(S(=O)(=O)N3CCOCC3)ccc21	-4%	-3%
COc1ccc(CCNC(=O)c2ccc(CNS(=O)(=O)c3ccccc3)cc2)cc1OC	-11%	37%
O=C(NC1CCCCC1)c1ccc(CSc2nc3ccncc3n2Cc2ccccc2F)cc1	2%	-18%
COc1cc(/C=C2\Oc3cc(OC(=O)C(C)(C)C)ccc3C2=O)cc(OC)c1OC	7%	-6%
O=C(CSc1cn(CCNC(=O)c2c(F)cccc2F)c2ccccc12)Nc1ccc(F)cc1	11%	15%
Cc1ccc(CNC(=O)c2ccc(C)o2)cc1	8%	3%
Cc1cc(C)c2nc(N(Cc3cccnc3)C(=O)CCOc3ccccc3)sc2c1	-18%	7%
O=C(NCc1cccs1)C1CCN(C(=O)N2CCOc3ccc(Cl)cc32)CC1	15%	-5%
Cc1noc(-c2ccc(OCc3ccccc3F)cc2O)c1-c1ccc(Br)cc1	5%	-4%
CCN1CCN(c2ccc(C(=O)OC)cc2NC(=O)COc2ccccc2)CC1	3%	-3%
CC(C)(C)c1cc(C(=O)OCCN2CCCCC2)cc(C(C)(C)C)c1	8%	0%
Cc1c(CCC(=O)NCCc2cccc(F)c2)c(=O)oc2cc(O)ccc12	-4%	-16%
Cc1ccc(S(=O)(=O)C(CC(=O)c2ccc(Cl)cc2)C(=O)c2ccc(Cl)cc2)cc1 (stereo not drawn)	0%	14%
CCN(CC)CC(C)(C)NS(=O)(=O)c1ccccc1	31%[activator]	-9%
Cc1c(-c2ccccc2)nc2ccccc2c1C(=O)O	-2%	9%
Cc1ccc(S(=O)(=O)N2CCN(Cc3cccc4cccnc34)CC2)c(C)c1	-4%	-14%
CSc1ccc(CCNC(=O)c2ccc(-c3nc(COc4ccccc4)c(C)o3)cc2)cc1	?	-3%
Cc1ccc(NC(=O)CNC(=O)N2CC(=O)Nc3ccccc32)cc1F	0%	5%
O=C(O)c1ccc(F)c(Cl)c1	-12%	-9%
Cc1ccc(S(=O)(=O)n2nc(C)c(S(=O)(=O)N3CCCCCC3)c2C)cc1	2%	39%[activator]
Cc1ccc(-n2cc(C(=O)OCc3ccc(F)c(F)c3)c3ccccc3c2=O)cc1	-1%	-18%
O=C(COC(=O)c1c2c(nc3ccccc13)CCCC2)c1ccc(Oc2c(Cl)cccc2[N+](=O)[O-])cc1	-5%	-6%
C=CCn1c(-n2nc(C)c(C)c2C)nc2c1c(=O)n(CC)c(=O)n2C	-11%	1%
Cc1ccc(NC(=O)CSc2nnc(COc3ccc(Cl)cc3)o2)cc1	-17%	-13%
Cn1c(NCc2ccccc2)nc2c1c(=O)n(Cc1ccc(Cl)c(Cl)c1)c(=O)n2C	-5%	-15%

6 entries already listed, sorted by molar mass, smallest number first:
Molecule	UDG counterscr	AID inhibitor
CCN(CC)CC(C)(C)NS(=O)(=O)c1ccccc1	31%[activator]	-9%
Cc1ccc(NC(=O)CSc2nnc(COc3ccc(Cl)cc3)o2)cc1	-17%	-13%
Cc1ccc(-n2cc(C(=O)OCc3ccc(F)c(F)c3)c3ccccc3c2=O)cc1	-1%	-18%
Cc1ccc(S(=O)(=O)n2nc(C)c(S(=O)(=O)N3CCCCCC3)c2C)cc1	2%	39%[activator]
CSc1ccc(CCNC(=O)c2ccc(-c3nc(COc4ccccc4)c(C)o3)cc2)cc1	?	-3%
O=C(COC(=O)c1c2c(nc3ccccc13)CCCC2)c1ccc(Oc2c(Cl)cccc2[N+](=O)[O-])cc1	-5%	-6%

(cont.)
Molecule	UDG counterscr	AID inhibitor
CCN(CC)S(=O)(=O)c1ccc2nc(NC(=O)c3cncc(Br)c3)sc2c1	4%	-4%
CCCN(c1ccc(C(C)C)cc1)S(=O)(=O)c1ccc2c(c1)n(C)c(=O)c(=O)n2C	-12%	-6%
CCOC(=O)c1cc(S(=O)(=O)N2CCN(c3ccc(C)cc3C)CC2)[nH]n1	-1%	-12%
Cc1ccc(-c2c(CN3CCN(c4cc(Cl)ccc4C)CC3)csc2C)cc1	0%	15%
CCOC(=O)c1cccc(NC(=O)c2cn(-c3cccc(OC)c3)c(=O)c3ccccc23)c1	10%	16%
COC(=O)c1ccc(NC(=O)CC2C(=O)N(c3cccc(OC)c3)C(=O)N2C(C)C)cc1 (stereo not drawn)	-3%[57.5 µM]	-4%
Cc1cccc(-n2ncc(C(=O)N3CCN(C(=O)c4ccco4)CC3)c2C2CCN(C(=O)OC(C)(C)C)CC2)c1	-13%	-7%
O=C(Nc1cc(F)ccc1F)N1CCC(CN2CCOCC2)CC1	-10%	-2%
CC(/C=N/NC(=O)C1CC1)c1ccccc1 (stereo not drawn)	7%	24%
COc1ccc(-c2nc(Cn3nnc(C(=O)Nc4ccccc4F)c3N)c(C)o2)cc1	0%	0%
Cc1nn2c(=O)cc(COC(=O)c3cccc(NC(=O)COc4ccc(C)c(C)c4)c3)nc2s1	-4%	-17%
CCCCCC1CCC(c2ccc(-c3ccc(CC)cn3)cc2)CC1C (stereo not drawn)	2%	1%
CCCCN(C)CCNC(=O)c1ccc2c(=O)n(CCc3ccccc3)c(=O)[nH]c2c1	-2%	13%
CCOC(=O)CNC(=O)CC(c1ccc(F)cc1)N1Cc2ccccc2C1=O (stereo not drawn)	2%	-3%
COCCNc1oc(-c2cccc(Cl)c2)nc1C#N	-9%	-2%
COC(=O)CSc1nc(N)c2c3c(sc2n1)CCCC3C (stereo not drawn)	-17%	-10%
Cc1ccc(Sc2ncccc2Cl)cc1	2%	-2%
O=C(Nc1cc(Cl)cc(Cl)c1)c1cc(S(=O)(=O)N2CCc3ccccc3C2)ccc1F	-9%	-6%
NCC#Cc1cccc(C(F)(F)F)c1	-16%	-4%
CCOc1cc(C2C(C(=O)OC)=C(C)NC3=C2C(=O)c2ccccc23)cc(Cl)c1O (stereo not drawn)	?	-19%
Cc1cc2ccccc2n2c(SCC(=O)Nc3cccc(C(F)(F)F)c3)nnc12	?	5%
Cc1ccc(-c2c(C)n([O-])c(C)c(-c3ccc(F)cc3)[n+]2=O)cc1	3%	1%
N#Cc1cc2c(cc1-c1cc3c(cc1C(=O)C1CC1)OCCO3)OCCO2	-3%	198%[activator]
Cc1ccc(-c2noc(-c3nnn(CC(=O)Nc4cccc(C(F)(F)F)c4)c3N)n2)cc1	0%	-20%
O=C(NCCc1cccs1)c1cc(-c2ccccc2)n[nH]1	8%	-1%
COc1ccc(NC(=O)c2c(NC(=O)CCC(=O)O)sc3c2CCC(C(C)(C)C)C3)cc1 (stereo not drawn)	0%	-8%
Cc1cccc(N2CC(c3nc4ccc(C)cc4[nH]3)CC2=O)c1 (stereo not drawn)	-9%[57.5 µM]	-12%
OCc1ccc(-c2nn(Cc3ccccc3)c3ccccc23)o1	-1%	-13%
CCOc1cc(C2C(C(=O)OC)=C(C)NC3=C2C(=O)c2ccccc23)c(Br)cc1O (stereo not drawn)	3%	-14%
Fc1ccccc1N1CCN(c2nccn3nc(-c4ccc(Br)cc4)cc23)CC1	-10%	33%[activator]
CCOC(=O)c1cc(-c2ccc(F)cc2)n(CCC(=O)NCc2ccc(C)cc2)c1C	19%	?
Cc1ccc(NC(=O)Nc2cccs2)c(C)c1	-12%	35%
COc1cc(C2C(C(=O)Nc3ccc(C)cc3C)=C(C)Nc3nc(SCc4ccccc4)nn32)cc(OC)c1OC (stereo not drawn)	-1%	5%
Cc1cc(S(=O)(=O)Nc2ccc(O)c(Sc3nc4ccccc4s3)c2)ccc1Cl	11%	-16%
COCCn1cnc2c1c(=O)n(CC(=O)Nc1ccccc1F)c(=O)n2Cc1ccccc1	-4%	-20%
Cc1cc(-c2nc3ncccc3o2)ccc1NC(=O)c1ccc(Cl)cc1	-11%	5%
C=C(C)Cn1c(N(CC)CC)nc2c1c(=O)n(C)c(=O)n2C	10%	0%
Cc1ccc(C)c(Nc2nn3c(=O)c4ccc(C(=O)N(C)Cc5ccccc5)cc4nc3s2)c1	6%	-28%
COc1ccc(C)cc1NC(=O)Cc1nc(-c2ccccc2)oc1C	-9%	-8%
COc1ccccc1Cc1nc2ccccc2nc1SCC(=O)NCc1ccccc1Cl	-4%	1%
Cc1ccnc(NC(=O)c2ccc[n+]([O-])c2)c1	0%	-1%
CC(=O)c1ccc(N2CCN(c3ncnc4c3cnn4-c3cc(Cl)ccc3C)CC2)cc1	1%	?
CC(C)(C)C(=O)Oc1ccc2c(c1)O/C(=C\c1cccs1)C2=O	4%	-6%
O=C(O)c1csc(-c2ccccc2)c1	5%	5%
N#Cc1cccc(NC(=O)CCCNC(=O)C2CC2)c1	-4%	-1%
COc1ccc(/C=C/C(=O)Nc2nc3n(n2)C(c2ccc(F)cc2)C=C(c2ccccc2)N3)cc1 (stereo not drawn)	1%	?
COc1ccc(CCn2c(N3CCN(CCO)CC3)nc3c2c(=O)[nH]c(=O)n3C)cc1	4%	5%
Cc1ccc(-n2ncc(C(=O)N3CCCCC3)c2C2CCN(C(=O)OC(C)(C)C)CC2)c(C)c1	1%	20%
Cc1ccc(NC(=O)Cn2nnc(C(=O)NCCc3ccccc3)c2N)cc1	42%[activator]	5%
COc1cc(/C=C(\C#N)c2nc3ccccc3c(=O)[nH]2)cc(OC)c1OC	7%	14%
O=C(Nc1c2c(nc3ccccc13)CCCC2)c1cccc(Cl)c1	2%	-2%
Cc1cc(=O)oc2cc(O)c(CCC(=O)O)cc12	0%	-2%
COc1ccc2c(c1)c(CC(=O)Nc1ccc(C(C)=O)cc1)c(C)n2C(=O)c1ccc(Cl)cc1	0%	14%
O=Cc1cc(Br)c2c(c1)OCCCO2	11%	-10%
COC(=O)c1ccc(-c2ccc(CNCc3ccco3)o2)cc1	-6%	-6%
O=C(OCc1cccc(Cl)c1)c1ccc(C2Nc3ccccc3S(=O)(=O)N2)cc1 (stereo not drawn)	-1%	-7%
Cc1ccc(C(=O)Nc2ccc(-c3nccs3)cc2)c(C)c1	-3%	4%
CC(=O)c1cccc(NS(=O)(=O)c2ccc3c(c2)NC(=O)CC(=O)N3)c1	-3%	0%
Cc1ccccc1C(=O)Nc1cccc(C(=O)OCc2cc(=O)n3c4c(sc3n2)CCCC4)c1	4%	6%
COc1cccc(/C=C/c2nc(C#N)c(N3CCN(C(C)=O)CC3)o2)c1	10%	3%

(listing goes on)
Molecule	UDG counterscr	AID inhibitor
Cn1cnc(S(=O)(=O)N2CCCC(C(=O)NCc3ccccc3Cl)C2)c1 (stereo not drawn)	1%	0%
CCCNC(=O)c1cnn(-c2ccc(C)c(C)c2)c1C1CCN(C(=O)OC(C)(C)C)CC1	-18%	8%
COc1cc(OC)cc(C(=O)N2CCN(C(=O)COc3ccc(C)cc3)CC2)c1	3%	?
Cc1ccccc1CNC(=O)Cn1cc2c(n1)-c1c(oc(C(=O)N3CCCC3)c1C)CC2	?	?
Cc1ccc(Cl)cc1N1CCN(C(=O)C2CCN(Cc3nc(-c4ccc(Cl)cc4)oc3C)CC2)CC1	89µM*	?
CC1CCc2c(cc(-c3ccccc3)n2-c2ccc(C(=O)NC(C)C)cc2)C1 (stereo not drawn)	2%[57.5 µM]	1%
O=C(NCCc1ccccc1)c1ccc2c(c1)CCN2S(=O)(=O)c1ccc(Cl)cc1	0%	2%
CCOc1ccc(-n2c(SCC(=O)NCC3CCCO3)nc3c([nH]c4ccccc43)c2=O)cc1 (stereo not drawn)	-12%	-12%
Cc1ccc(-c2noc(-c3cc4ccccc4oc3=O)n2)cc1	0%	6%
COC(=O)C(=O)CC(=O)c1ccc2c(c1)OCO2	-6%	-4%
Cc1ccc(-c2csc(Nc3ccccc3)n2)cc1C	-15%	-15%
COc1ccc(CNC(=O)CCn2cccn2)cc1	0%	42%[activator]
CNC(=S)N/N=C(/C)c1ccc([N+](=O)[O-])cc1	2%	-7%

Screens from PubChem.
